Compound activity from PubChem BioAssay.
M1 PAM = potentiates human M1 receptor response to acetylcholine | P11229 | CHO-K1 hM1, Fluo-8 calcium fluorescence, ACh EC20; 0% = ACh EC20, 100% = maximal ACh | activation, % at 3 µM | 360,000 compounds, 0.088% hits; in the data active = activation above about 19%, passing the limit was not always enough
M5 ag = CHRM5 agonism in calcium assay | 360,000 compounds, 0.19% hits | activation, % at 3 µM | CHO-K1 hM5 cells, Fluo-8 calcium fluorescence; 0% DMSO wells, 100% maximal acetylcholine response | P08912;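 active = activation above the run's mean over test compounds plus 3 SD, cut at about 23% in these data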;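 also: signal is peak over basal fluorescence ratio across the kinetic read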
Target sequence (P08912 whole entry, looked up): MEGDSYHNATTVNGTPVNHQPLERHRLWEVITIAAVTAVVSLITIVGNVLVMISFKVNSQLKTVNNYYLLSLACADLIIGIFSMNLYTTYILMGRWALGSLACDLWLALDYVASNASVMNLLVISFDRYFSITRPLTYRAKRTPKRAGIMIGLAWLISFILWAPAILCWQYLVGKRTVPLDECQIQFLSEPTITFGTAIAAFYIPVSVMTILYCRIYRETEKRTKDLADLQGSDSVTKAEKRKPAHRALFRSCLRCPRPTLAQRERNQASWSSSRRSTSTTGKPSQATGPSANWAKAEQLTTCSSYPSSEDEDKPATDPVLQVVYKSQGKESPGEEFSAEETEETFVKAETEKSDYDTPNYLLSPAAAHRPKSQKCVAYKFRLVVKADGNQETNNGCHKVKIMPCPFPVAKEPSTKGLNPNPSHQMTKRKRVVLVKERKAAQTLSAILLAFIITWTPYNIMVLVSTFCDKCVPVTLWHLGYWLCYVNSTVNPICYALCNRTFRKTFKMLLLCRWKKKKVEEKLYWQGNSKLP
CRFBP-R2 agonist = agonists of human CRF-binding protein/CRF-R2 receptor complex; HEK293 CRF-R2/CRF-BP, calcium dye fluorescence (FLIPR); percent of saturating CRF peptide response; activation, % at 13.2 µM; 350,000 compounds, 0.46% hits; AID 588473;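 active = activation of at least 50%, plus an integration ratio under a set limit after plate pattern correction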;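 also: plate controls were neutral control wells without compound for no effect and CRF at EC100 for full effect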
M4 PAM = positive allosteric modulators of human muscarinic M4 receptor | P08173 | CHO-K1 hM4/Gqi5, Fluo-8 calcium fluorescence, ACh EC20; 0% = ACh EC20, 100% = maximal ACh | activation, % at 3 µM | 360,000 compounds, 0.4% hits | AID 624126;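 active = activation above its plate's cutoff, the mean activation of sample wells plus 3 SD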; also: some results filed as inactive read as strong as hits
Target sequence (P08173 whole entry, looked up): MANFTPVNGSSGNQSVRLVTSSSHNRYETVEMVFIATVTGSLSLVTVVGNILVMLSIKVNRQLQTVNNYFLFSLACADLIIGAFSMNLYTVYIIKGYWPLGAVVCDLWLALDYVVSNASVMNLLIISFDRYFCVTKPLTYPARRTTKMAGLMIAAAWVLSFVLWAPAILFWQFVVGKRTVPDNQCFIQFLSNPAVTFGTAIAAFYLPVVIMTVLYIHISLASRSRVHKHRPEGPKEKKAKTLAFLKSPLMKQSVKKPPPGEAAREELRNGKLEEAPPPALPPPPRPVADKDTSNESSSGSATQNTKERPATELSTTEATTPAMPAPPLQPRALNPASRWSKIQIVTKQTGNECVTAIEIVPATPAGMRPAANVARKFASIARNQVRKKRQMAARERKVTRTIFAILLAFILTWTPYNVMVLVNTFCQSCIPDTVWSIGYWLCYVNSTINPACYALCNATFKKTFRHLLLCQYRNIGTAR
CHRM4 agonist = CHRM4 agonism in calcium assay | P08173 | CHO-K1 hM4/Gqi5, Fluo-8 calcium fluorescence; vehicle 0%, full acetylcholine response 100% | activation, % at 3 µM | 360,000 compounds, 0.14% hits;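 active = activation above the run mean over all test wells plus 3 SD, cut at about 32% in these data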;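 also: peak over basal fluorescence ratio per well then scaled between controls; 0% = DMSO wells and 100% = acetylcholine at EC100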
CRFR2-BP antag = blocks CRF-induced signaling of the CRF-BP/CRF-R2 complex. inhibition, % at 11.8 µM. AID 588475. 350,000 compounds, 0.59% hits. HEK293 CRF-R2/CRF-BP, CRF-induced calcium fluorescence;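 active = inhibition of the ligand-induced calcium signal above about 50% at the single tested concentration, limit read from the data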
CHRM4 antagonist = antagonists of human muscarinic M4 receptor (CHRM4); CHO-hM4 cells, ACh EC80, Fluo-8 calcium fluorescence; P08173; inhibition, % at 3 µM; 360,000 compounds, 0.73% hits;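 active = inhibition above its plate's cutoff, the mean inhibition of sample wells plus 3 SD, cut at about 27% in these data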;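 also: 0% = acetylcholine EC80 with DMSO and 100% = DMSO without agonist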
CHRM5 antagonist = blocks acetylcholine activation of human M5 receptor; P08912; CHO-hM5 cells, Fluo-8 calcium fluorescence, ACh EC80; inhibition, % at 3 µM; 360,000 compounds, 0.59% hits; AID 624040;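 active = inhibition above a per-plate cutoff, the mean of that plate's test compounds plus 3 SD, cut at about 27% in these data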;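 also: 0% = acetylcholine EC80 with DMSO and 100% = DMSO without agonist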
CHRM5 PAM = potentiates acetylcholine response at human M5 receptor | AID 624038 | CHO-K1 hM5, Fluo-8 calcium, ACh EC20 PAM; 0% = ACh EC20, 100% = ACh EC100 | 360,000 compounds, 0.3% hits | P08912 | activation, % at 3 µM;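 active = activation above the run cutoff, the mean activation of all test compounds plus 3 SD, cut at about 18% in these data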
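Probe or stimulus: acetylcholine, EC20 level; Assay system: human M5 receptor in CHO-K1 cells; Schedule: compound preincubation 140 s before EC20 acetylcholine addition; Technique: intracellular calcium via Fluo-8 fluorescence; Dosing: single-point, 3 µM nominal; Read-out basis: percent activation from peak-over-basal fluorescence ratio, scaled EC20-to-EC100 acetylcholine; Repeats: one well per compound, no replicates.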
Starred values were filed as active, the others as inactive; · = not tested or not shown. This is a subset, so the mix of outcomes need not match the whole.

SMILES	M1 PAM	M5 ag	CRFBP-R2 agonist	M4 PAM	CHRM4 agonist	CRFR2-BP antag	CHRM4 antagonist	CHRM5 antagonist	CHRM5 PAM
CC1(CCO)C(=O)NC(=S)NC1=O	5	1	1.9	9	2	-2	-4	-1	9
CO[C@H]1[C@@H](OC)CC(OC2OC(CO)C(O)C(O)C2O)/C(=C\C#N)[C@@H]1O (stereo not given in full)	17	2	-1.5	4	1	-6	-6	8	-6
CC(C)N1OC2CC1c1nc3ccccc3n1C2 (stereo not given)	8	-3	-0.9	2	-1	6	-2	19	3
C=C1N2CCC(CC2)C1(O)c1ccccc1C (stereo not given)	11	-11	1.2	-5	1	2	3	12	-22
COc1ccc(CNC(=O)/C=C/c2ccc3[nH]cc(CCN(C)C)c3c2)cc1	9	0	1.0	-2	-1	8	-3	-9	1
CC[C@@]1(O)C(=O)OCc2c1cc1n(c2=O)Cc2cc3c(NC(=O)CN)cccc3nc2-1	20	-3	0.2	3	1	-8	-6	-2	3
CCc1c(-c2ccccc2)nc2ccccc2c1C(=O)N1CCC2(CC1)OCCO2	1	-2	0.7	-2	1	-16	2	8	-6
CCC(=O)O[C@@H]1[C@@H](OC(C)=O)[C@@]2(O)C(C[C@H](O)C2(C)C)[C@](C)(O)[C@H]2CC[C@@H]3[C@@H](O)[C@]12C[C@@]3(C)O (stereo not given in full)	-1	2	0.7	-2	1	5	-4	8	0
CC(Cc1ccccc1)NC(=O)Cc1ccc(N(C)C)cc1 (stereo not given)	-4	0	-3.6	1	1	23	3	3	-8
CC(C)(C)n1cccc1/C=C1\C(=O)NC(=O)N(c2ccccc2)C1=O	4	-2	-0.7	5	1	-40	-5	-6	3
[N-]=[N+]=NCc1cn2cccnc2n1	5	1	-4.2	0	0	3	-3	-14	3
Cn1cc(Br)c(C(=O)Nc2ccc3c(C(F)(F)F)cc(=O)oc3c2)n1	13	0	-0.8	1	0	-3	3	1	3
Cn1cc(C(=O)NC2CC2)c2ccccc21	5	-1	-0.3	1	2	4	4	-3	5
CC1=CC(C)CC(C)OC(=O)CC(c2ccc(O)cc2)NC(=O)C(Cc2c(Br)[nH]c3ccccc23)N(C)C(=O)C(C)NC(=O)C(C)C1 (stereo not given)	12	1	2.8	10	-1	11	-9	-9	17
CS(=O)(=O)NNP(=O)(NNS(C)(=O)=O)NC(=O)c1ccc(Br)cc1	2	2	-0.9	8	2	30	-6	-3	5
Fc1ccc(Cn2nnnc2CN2CCC(n3nnc4cc(C(F)(F)F)ccc43)CC2)cc1	-7	-2	0.4	-38	12	28	11	0	-14
CCC1(CC(C)C)C(=O)NC(=S)NC1=O	2	1	-4.7	-2	15	-2	5	14	-3
O=C(O)c1cccc2c1NC(C(=O)O)C1CC(Sc3ccccc3[N+](=O)[O-])C(Cl)C21 (stereo not given)	-5	4	0.6	-2	1	33	0	-5	3
CCc1nn(CC(=O)N2CCC3(CC2)OCCO3)c(=O)c2cccn12	9	-2	-0.5	2	1	7	1	-3	6
Cn1cc(C=O)c2nccnc21	9	0	2.4	7	0	-8	-10	-1	3
CCOc1ccc(N=Cc2c(O)n(-c3cc(C)cc(C)c3)c(=O)[nH]c2=O)cc1	4	0	0.6	7	2	13	-9	-2	12
CCN(CC)c1ccc(N=Cc2c(O)n(-c3ccc(Cl)cc3)c(=O)[nH]c2=O)cc1	3	-4	2.1	2	0	-11	-6	0	1
Cc1nn(Cc2ccccc2)c(C)c1C(=O)OCC(=O)Nc1cccc(S(N)(=O)=O)c1	13	0	-6.8	8	2	32	-6	15	3
CCC(CO)(C(=O)OC1CC2CCC(C1)N2C)c1ccccc1 (stereo not given)	-28	-16	4.8	-17	1	22	100*	99*	-33
NC(=O)c1cn(C2CCCCC2)c2ccccc2c1=O	5	-3	-0.4	-4	2	16	-1	1	3
New compounds follow.
SMILES	M1 PAM	M5 ag	CRFBP-R2 agonist	M4 PAM	CHRM4 agonist	CRFR2-BP antag	CHRM4 antagonist	CHRM5 antagonist	CHRM5 PAM
COCCCNC(=O)c1c(NC(=O)c2ccco2)n(Cc2ccccc2)c2nc3ccccc3nc12	3	2	3.2	23	2	8	-4	2	-2
COC(=O)Nc1nc2ccccc2[nH]1	7	1	3.5	0	1	-7	-7	2	-6
O=C(N/N=C/c1c(O)n(-c2ccccc2)c(=O)[nH]c1=O)c1ccncc1	8	0	-0.9	17	0	-4	5	-2	1
CCOP(=O)(OCC)C(O)c1ccc(N(C)C)cc1 (stereo not given)	6	2	2.4	-2	0	-4	5	10	8
CN(C)c1ccc(/C=C2\C(=O)NC(=O)N(Cc3ccc(F)cc3)C2=O)cc1	4	2	1.1	0	2	-16	5	8	-3
C=CCn1c(O)c(C(CC)=Nc2ccccc2NC(C)=O)c(=O)[nH]c1=O	12	-1	0.5	28*	1	6	12	-7	2
O=C(CCCc1ccc(N(CCCl)CCCl)cc1)NCc1ccccc1	-1	4	5.9	0	1	-22	-5	14	-1
CN(C)C(=O)Oc1ccc2c(c1)O/C(=C\c1ccccc1)C2=O	4	-5	-6.5	0	3	11	-2	1	-5
COC(=O)c1ccc(N2C(=O)CC(N3CCC(n4c(=O)[nH]c5ccccc54)CC3)C2=O)cc1 (stereo not given)	6	1	-1.4	-2	9	-3	-10	6	-8
Cc1ccc2c(c1)N(N=O)CCC2	8	0	-2.7	1	1	23	-2	0	5
COC(=O)C1=C(c2ccc(F)cc2OCc2ccccc2)C[C@@H]2CC[C@H]1N2C(=O)NCc1ccco1	3	-1	-1.1	-3	1	5	1	7	-6
NC(=O)c1cc(N2CC2)c([N+](=O)[O-])cc1[N+](=O)[O-]	-1	1	-2.0	-2	1	-16	-1	-1	4
COc1ccc(C(c2nnnn2-c2ccc(OC)cc2)N2CCC(n3c(=O)[nH]c4ccccc43)CC2)cc1 (stereo not given)	2	2	·	-4	11	·	8	3	-17
COC(=O)C1=C(c2ccccc2)C[C@@H]2CC[C@H]1N2C(=O)N1CCC(C)CC1	0	-5	-1.5	-1	-1	-2	4	14	-2
CC12CCC3C(CCC4(O)CC(O)CCC34C=O)C1(O)CCC2C1=CC(=O)OC1 (stereo not given)	4	2	1.9	1	9	4	-6	-1	-2
O=C(C(=O)N1CCOCC1)c1cn(Cc2ccccc2Cl)c2ccccc12	6	1	-1.7	13	1	2	5	3	4
O=C1NC(=O)N(Cc2ccco2)C(=O)/C1=C\c1cccn1CCOc1ccccc1	0	-4	1.6	-19	0	-8	-7	15	-8
CN1/C(=C\C=Nc2ccccc2)C(C)(C)c2ccccc21	-5	-7	3.3	2	2	-16	3	5	-12
S=C1NC2(CCCCC2)NC12CCCCC2	6	-2	0.1	4	0	9	-17	-10	3
Cc1ccc(N2C(=O)/C(=C/N3CCN(C(=O)c4ccco4)CC3)C(=O)NC2=S)cc1C	5	0	-1.5	3	0	6	6	-8	2
CC(=O)Nc1ccc2c(c1)CC1(C(=O)N(C)C(=O)N(C)C1=O)C1CCCN21 (stereo not given)	6	0	2.8	-1	1	-1	-2	-1	-4
N#CCC(=O)NN1Cc2ccccc2C1=N	4	-4	0.2	5	1	11	-9	-3	3
COc1cc(C(=O)OC2C[C@H]3CC[C@@H](C2)N3)ccc1O (stereo not given in full)	-27	-8	6.4	-16	0	-17	38*	2	-8
O=C(c1cc2cc3ccc(Cl)cc3nc2o1)N1CCC2(CC1)OCCO2	9	0	-0.5	2	1	-9	-2	5	-5
COC(=O)C1=C(c2ccc(F)cc2OCc2ccccc2)C[C@@H]2CC[C@H]1N2C(=O)NCc1ccccc1	5	-2	1.1	5	8	24	-3	13	-28

Entries shown so far that contain fluorine, in the order listed:
SMILES	M1 PAM	M5 ag	CRFBP-R2 agonist	M4 PAM	CHRM4 agonist	CRFR2-BP antag	CHRM4 antagonist	CHRM5 antagonist	CHRM5 PAM
Cn1cc(Br)c(C(=O)Nc2ccc3c(C(F)(F)F)cc(=O)oc3c2)n1	13	0	-0.8	1	0	-3	3	1	3
Fc1ccc(Cn2nnnc2CN2CCC(n3nnc4cc(C(F)(F)F)ccc43)CC2)cc1	-7	-2	0.4	-38	12	28	11	0	-14
CN(C)c1ccc(/C=C2\C(=O)NC(=O)N(Cc3ccc(F)cc3)C2=O)cc1	4	2	1.1	0	2	-16	5	8	-3
COC(=O)C1=C(c2ccc(F)cc2OCc2ccccc2)C[C@@H]2CC[C@H]1N2C(=O)NCc1ccco1	3	-1	-1.1	-3	1	5	1	7	-6
COC(=O)C1=C(c2ccc(F)cc2OCc2ccccc2)C[C@@H]2CC[C@H]1N2C(=O)NCc1ccccc1	5	-2	1.1	5	8	24	-3	13	-28

Further results follow.
SMILES	M1 PAM	M5 ag	CRFBP-R2 agonist	M4 PAM	CHRM4 agonist	CRFR2-BP antag	CHRM4 antagonist	CHRM5 antagonist	CHRM5 PAM
COCc1ccc(CN2CCCC(C(=O)c3sccc3C)C2)o1 (stereo not given)	-1	-9	-0.6	-10	1	34	6	-11	6
O=C(Nc1ccc(Cl)cc1)N1CC1	0	10	0.5	-1	6	26	-3	-1	-3
CCN(CC)c1ccc(C=C2C(=O)N(C)C(=S)N(C)C2=O)o1	4	1	88*	-3	4	-92	10	5	-3
CCC(C)NC(=O)CN1C(=O)CN=C(c2ccccc2)c2ccccc21 (stereo not given)	3	-3	-1.6	-1	1	13	1	4	0
COc1ccc(/C=N\N=C(N)N)cc1	14	0	-0.7	-3	1	-14	3	1	1
Fc1ccccc1CN1CCN(c2ccc(Cl)cc2)CC1	8	-1	-4.5	-2	5	-28	-9	11	-2
O=C(c1ccc2c(=O)n(Cc3ccc4c(c3)OCO4)c(=S)[nH]c2c1)N1CCC2(CC1)OCCO2	5	2	-0.4	2	0	2	5	2	2
CNc1cc(N2CCNCC2)ccc1[N+](=O)[O-]	10	-4	0.5	-5	1	9	9	15	-5
CCOc1ccc2[nH]c(=O)c(CN(CCO)C3(c4nnnn4C4CCCCC4)CCCCC3)cc2c1	5	-2	-4.3	11	0	30	7	3	-5
COc1cccc(CNC2CN3CCC2CC3)c1OC (stereo not given)	-35	-6	0.3	-11	2	6	25	60*	-24
Cc1ccc(CN2CCCN(Cc3ccc(C)cc3)S2(=O)=O)cc1	1	-2	2.2	-3	-1	22	-2	9	-1
CC1C2Cn3c(nc4ccccc43)C1N(C)O2 (stereo not given)	8	5	-0.4	9	1	6	3	1	4
CCOC(=O)C(O)(c1ccc(N(CC)C(=O)COc2ccccc2)cc1)C(F)(F)F (stereo not given)	12	-3	2.1	6	3	-21	-6	-4	-7
CC1CN(CC(=O)c2ccccc2Cl)CC(C)O1 (stereo not given)	10	-2	3.8	-1	7	9	-6	4	-4
COC(=O)C1=C(c2ccc(Cl)c(C(F)(F)F)c2)C[C@@H]2CC[C@H]1N2C(=O)NCc1ccco1	4	-8	-1.9	5	0	2	7	-1	6
NC1CCCCC1N=Cc1c(O)n(Cc2ccc(F)cc2)c(=O)[nH]c1=O (stereo not given)	1	-1	0.8	-9	0	6	1	2	1
CCN(CC)C(=O)c1ccc(NC(=O)CN2CCc3cc(OC)c(OC)cc3C2)cc1	0	-6	-1.1	4	0	5	-23	-4	2
CC1=[N+]([O-])C2(N)CCc3nonc3C2(O)C1 (stereo not given)	5	-4	-0.1	3	0	-3	-3	-1	3
CC(C)NCC(O)c1ccc(C2CCCC2)cc1 (stereo not given)	-6	-6	4.4	-10	9	-51	15	9	-8
C1CCC2S[C@H]3CCCCC3NC2C1 (stereo not given in full)	-3	3	-1.5	-26	9	16	-10	10	-11
